Bioassay records: PubChem BioAssay, Sanford-Burnham Center for Chemical Genomics
Jurkat NFkB inh: lowers PMA/ionomycin-induced NF-kB signal in Jurkat cells; PMA/ionomycin-induced NF-kB luciferase reporter, luminescence; inhibition, % at 4 µM; 0.53% of 330,000 active
Apaf1 inhib: human Apaf-1 inhibition; 0.71% of 330,000 active; inhibition, % at 20 µM; O14727; reconstituted apoptosome caspase-3 activity, DEVD-Rh110 fluorescence; active means inhibition of at least 40% at 20 µM;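 further: plate controls were DMSO wells for no effect and DEVD-CHO caspase inhibitor wells for full effect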
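detection = Rh110 fluorescence intensity | test system = biochemical Apaf-1 apoptosome reconstitution | also added = cytochrome c and DEVD-Rh110 substrate | schedule = 30 min plus 50 min, RT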
SENP8 inh: inhibitors of human SENP8 protease. 1.2% of 330,000 active. inhibition, % at 10 µM. purified SENP8, Z-RLRGG-aminoluciferin cleavage, luminescence. Q96LD8
Target sequence (Q96LD8 whole entry, looked up): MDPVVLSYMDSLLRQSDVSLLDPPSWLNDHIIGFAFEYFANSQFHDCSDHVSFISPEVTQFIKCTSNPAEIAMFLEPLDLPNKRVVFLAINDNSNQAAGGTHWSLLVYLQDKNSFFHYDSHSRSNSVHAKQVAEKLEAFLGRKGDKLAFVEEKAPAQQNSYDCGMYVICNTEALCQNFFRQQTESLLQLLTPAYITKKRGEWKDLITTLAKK
SENP7 block: blocks the human protease SENP7; Q9BQF6; recombinant SENP7, Z-RLRGG-aminoluciferin luminescence, 40 min; inhibition, % at 5 µM; 1.5% of 330,000 active;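 active means inhibition above about 50% at the single test dose, limit read from the data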;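 further: plate controls were DMSO with enzyme for no effect and no enzyme buffer wells for full effect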
Target sequence (Q9BQF6 706-1050 limits assumed): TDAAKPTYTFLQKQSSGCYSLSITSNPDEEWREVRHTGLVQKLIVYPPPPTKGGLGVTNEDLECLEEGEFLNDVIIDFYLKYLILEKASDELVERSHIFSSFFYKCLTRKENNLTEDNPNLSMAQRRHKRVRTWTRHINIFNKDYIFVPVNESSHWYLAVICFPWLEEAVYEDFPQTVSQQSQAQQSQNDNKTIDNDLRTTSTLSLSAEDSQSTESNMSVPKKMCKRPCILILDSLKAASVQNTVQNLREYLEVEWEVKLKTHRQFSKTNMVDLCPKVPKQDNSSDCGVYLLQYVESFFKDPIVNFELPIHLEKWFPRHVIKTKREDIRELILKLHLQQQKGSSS
Gli-Sufu block: Gli-Sufu pathway antagonism; AID 588413; 0.74% of 340,000 active; inhibition, % at 5 µM; Sufu-KO-LIGHT fibroblasts, Gli luciferase reporter luminescence;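 active means inhibition above about 55%, limit read from the data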;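 further: 0% = DMSO-treated cells and 100% = wells with medium but no cells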
697 NFkB inh: lowers PMA/ionomycin-induced NF-kB signal in 697 B cells | 697 B-cell NF-kB luciferase reporter, 16 h | inhibition, % at 4 µM | 0.33% of 330,000 active; in the data active means inhibition above about 35%
UBC13 inh: inhibitors of human UBC13 polyubiquitin chain formation | inhibition, % at 20 µM | 0.47% of 330,000 active | AID 485273 | P61088 | TR-FRET; in the data active means inhibition above about 45%, passing the limit was not always enough
Target sequence (P61088 whole entry, looked up): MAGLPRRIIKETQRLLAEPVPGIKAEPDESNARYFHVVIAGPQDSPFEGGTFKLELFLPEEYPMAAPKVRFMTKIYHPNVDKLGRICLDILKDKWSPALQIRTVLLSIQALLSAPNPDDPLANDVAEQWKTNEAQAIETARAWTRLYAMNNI
HKDC1 inhibitor: inhibitors of human hexokinase HKDC1 | Q2TB90 | recombinant HKDC1, G6PDH/diaphorase resazurin coupled fluorescence | inhibition, % at 20 µM | 0.16% of 340,000 active | AID 493160;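 active means inhibition above about 35% when tested at 20 µM, limit read from the data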;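 further: plate controls were DMSO wells with enzyme for no effect and DMSO wells lacking enzyme for full effect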
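System: Recombinant HKDC1 hexokinase | Amount: HKDC1 at 5 µg/mL | Reagent: Glucose with 1 mM ATP | Doses: Single 20 µM dose | Incubation: Reaction time 90 min, room temperature, protected from light | Signal: Coupled resazurin fluorescence, excitation 525 nm, emission 613 nm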
Starred values were filed as active, the others as inactive; . = no result given; & = joins results of further samples. Unless noted, no stated cut-off is given here; in the data, active means inhibition above about 50%; inactive means the rest.

Start of the data: the first 11 entries, to show the layout:
Screens in order: Apaf1 inhib, Gli-Sufu block, UBC13 inh, SENP7 block, HKDC1 inhibitor, SENP8 inh, Jurkat NFkB inh, 697 NFkB inh
1	COc1ccccc1-n1nnnc1S(=O)(=O)Cc1ccc(Cl)cc1
  3, 27, -2, -3, 15, -6, 56*, -9
2	Cn1c(SCc2cc([N+](=O)[O-])cc3c2OCOC3)nnc1-c1ccccn1
  -7, -10, 1, -8, 0, 3, 4, 8
3	COc1ccc(NC(=O)c2cc(C(C)C)on2)cc1OC
  -14, -23, -3, 5, -10, 6, -22, -4
4	CCCCc1nc(NCc2ccccc2)c(C#N)c2c1CCCC2
  6, 2, 3, -1, -4, -4, 7, -12
5	COc1ccc([N+](=O)[O-])cc1NC(=O)N(C)Cc1ccco1
  8, 7, -4, -2, -8, 1, -4, -8
6	COC(CNC(=O)CSCc1nc(-c2ccc(SC)cc2)oc1C)OC
  0, 18, 3, 7, 3, 2, 13, 11
7	CC1CCN(C(=O)Cn2c(=O)n(Cc3ccc4c(c3)OCO4)c(=O)c3ccccc32)CC1
  7, -7, -6, 1, -8, 0, 0, -8
8	CCn1cc(CN2CCC(n3nccc3NC(=O)c3ccc(OC)cc3)CC2)cn1
  1, 15, 4, -11, -3, -9, -13, -10
9	CC(C)(C)n1nc2c(c1NC(=O)COc1ccc(Cl)cc1)CSC2
  20, 2, -8, 0, 2, -11, -13, -21
10	CSc1nc2ccccc2n1C(=O)Oc1ccccc1
  -2, 5, -2, -5, -6, -6, -12, -20
11	OCc1ccccc1N=c1ssnc1Cl
  25, ., 2, -16, ., -12, -7, -20

All compounds of this part, previewed entries included:
Screens in order: Apaf1 inhib, Gli-Sufu block, UBC13 inh, SENP7 block, HKDC1 inhibitor, SENP8 inh, Jurkat NFkB inh, 697 NFkB inh
1	COc1ccccc1-n1nnnc1S(=O)(=O)Cc1ccc(Cl)cc1
  3, 27, -2, -3, 15, -6, 56*, -9
2	Cn1c(SCc2cc([N+](=O)[O-])cc3c2OCOC3)nnc1-c1ccccn1
  -7, -10, 1, -8, 0, 3, 4, 8
3	COc1ccc(NC(=O)c2cc(C(C)C)on2)cc1OC
  -14, -23, -3, 5, -10, 6, -22, -4
4	CCCCc1nc(NCc2ccccc2)c(C#N)c2c1CCCC2
  6, 2, 3, -1, -4, -4, 7, -12
5	COc1ccc([N+](=O)[O-])cc1NC(=O)N(C)Cc1ccco1
  8, 7, -4, -2, -8, 1, -4, -8
6	COC(CNC(=O)CSCc1nc(-c2ccc(SC)cc2)oc1C)OC
  0, 18, 3, 7, 3, 2, 13, 11
7	CC1CCN(C(=O)Cn2c(=O)n(Cc3ccc4c(c3)OCO4)c(=O)c3ccccc32)CC1
  7, -7, -6, 1, -8, 0, 0, -8
8	CCn1cc(CN2CCC(n3nccc3NC(=O)c3ccc(OC)cc3)CC2)cn1
  1, 15, 4, -11, -3, -9, -13, -10
9	CC(C)(C)n1nc2c(c1NC(=O)COc1ccc(Cl)cc1)CSC2
  20, 2, -8, 0, 2, -11, -13, -21
10	CSc1nc2ccccc2n1C(=O)Oc1ccccc1
  -2, 5, -2, -5, -6, -6, -12, -20
11	OCc1ccccc1N=c1ssnc1Cl
  25, ., 2, -16, ., -12, -7, -20
12	CC(=O)/C=C\c1cn(-c2ncc(C(F)(F)F)cc2Cl)c2ccccc12
  14, 3, -11, -2, 4, -16, -12, -15
13	CC(=O)c1cccc(NC(=O)C=C(C)C)c1
  -16, -6, 15, 5, 4, -1, 15, 12
14	CCOc1nc(-c2ccc(Cl)cc2Cl)ccc1C#N
  20, 42, 5, 5, -2, -1, 6, 2
15	CC(NC(=O)c1ccc(CS(=O)(=O)c2cccc(C(F)(F)F)c2)o1)c1ccc2c(c1)OCCO2 (centres undefined)
  19, 0, -2, 11, -1, 0, 6, -18
16	CCN(CC)CCOc1ncnc2c1oc1ccccc12
  0, 4, -11, 3, -2, 0, -22, -20
17	COc1ccccc1CNC(=O)C1CCN(c2ncnc3c2nc2n3CCCCC2)CC1
  22, 23, 4, 4, -2, -2, 1, -16
18	Cc1cccc(NC(=O)c2nc[nH]c2C(=O)Nc2ccccc2[N+](=O)[O-])c1
  10, 3, 2, -1, -15, 0, 20, -4
19	Nc1nc2n(n1)C(c1ccccc1)CC(c1ccc(F)cc1)N2 (centres undefined)
  -9, 2, 0, -1, -7, 6, 0, 0
20	CC(C(=O)NCC1CCCCC1)N1CCN(S(=O)(=O)/C=C/c2ccccc2)CC1 (centres undefined)
  16, 29, -5, -3, -6, -8, -7, -15
21	COc1ccc(C2C3=C(CCCC3=O)N(CC(=O)O)C3=C2C(=O)CCC3)cc1Cl
  8, 5, 4, 2, 8, 2, -2, -9
22	Cc1nc(CC(=O)N/N=C/c2ccc(OCC(=O)O)cc2)cs1
  -8, -23, 0, 0, 3, -9, 3, 15
23	O=C(NCC1CCCO1)c1ccc(COc2ccc(Cl)cc2)cc1 (centres undefined)
  7, -8, 1, 0, -1, -2, 14, -2
24	Clc1ccc(Oc2cnns2)c(Cl)c1
  2, 1, 2, 7, -2, 1, 7, -2
25	O=C(N/N=C/c1ccccn1)c1cccc([N+](=O)[O-])c1
  -8, 1, -7, -2, -10, 6, 15, -2
26	CSc1cc(C)c(OCC(=O)Nc2c(C)nn(C)c2C)c(C)c1
  10, 16, -4, -7, 1, -13, 2, -7
27	Cc1cc(OCC(=O)NC2CCN(Cc3ccccc3)CC2)c2c(C)cc(=O)oc2c1
  1, 18, 16, -12, -5, 2, 1, 21
28	CC1CN(C(=O)COC(=O)c2cccc(NS(=O)(=O)c3ccccc3)c2)CC(C)O1 (centres undefined)
  3, -1, -8, -10, 0, -2, 2, -14
29	COc1cc(/C=C/c2cc(C(=O)O)c3ccccc3n2)ccc1OC(F)F
  -7, -18, 21, -12, 0, -11, -19, -102
30	CCOC(=O)Cc1cc(=O)n(-c2nc3ccccc3s2)[nH]1
  15, -3, -11, 3, 0, -4, 1, 7
31	COc1cc(-c2cc3nc4ccccc4n3c(N)c2C#N)cc(OC)c1OC
  -1, 28, 16, 7, 0, 3, 13, 28
32	c1ccc2[nH]c(CSc3nc4ccccc4s3)nc2c1
  3, 1, -1, 7, -1, 11, -15, -39
33	Clc1ccccc1Cc1noc(CN2CCN3CCCC3C2)n1 (centres undefined)
  1, 6, 9, 2, -7, 2, 11, -9
34	Cc1ccc(N=C2NC(=O)/C(=C\c3cccs3)S2)cc1C
  17, -63, -14, -2, 4, -11, -28, -52
35	CCCC(O)(CCC)C(=O)NNc1ccccc1
  2, 4, -2, 2, 2, 6, -8, -8
36	CN(C1CCCCC1)S(=O)(=O)c1cccc2nsnc12
  -3, -2, -4, -1, 0, 0, 5, -6
37	CC(C)n1ncc2c(C(=O)NCCc3ccc(F)cc3)cc(C3CC3)nc21
  18, -3, 14, 0, 5, 11, 1, 16
38	Cc1ccc(S(=O)(=O)N2CCC(C(=O)OCC(=O)N3CCCC(C)C3)CC2)cc1C (centres undefined)
  -5, -5, -2, 2, -3, -6, 8, -14
39	CCOC(=O)C1CCCN(/C=C2\SC(=S)N(CC)C2=O)C1 (centres undefined)
  -19, 3, 3, -1, 2, 2, -7, 12
40	CCN(CC)c1ccc(C(=O)OCC(=O)Nc2ncccn2)cc1
  -5, -6, -9, 6, -4, 2, -5, -4
41	CCCCNc1c(-c2ccc(Sc3ccc(OC)cc3)cc2)nc2cc(C)ccn12
  34, 41, 30, -4, 10, 3, -7, -2
42	CCC(=O)Nc1ccc2c(c1)Cc1cc(NC(=O)CC)ccc1-2
  -2, -11, 3, -1, -7, 5, -18, -8
43	N/C(=N\OC(=O)c1ccc2ccccc2c1)c1ccccn1
  13, -3, -10, 101*, -1, 96*, -46, -100
44	CC(OC(=O)c1cc[n+]([O-])cc1)C(=O)NCc1ccccc1 (centres undefined)
  3, -6, 3, 6, -1, 15, 4, 16
45	COc1cccc(-c2nnc(SCC(=O)N3CCCC3=O)n2-c2ccccc2)c1
  -18, -1, 2, 2, -9, 1, -6, 5
46	O=C(CCCCCn1nnc2ccccc2c1=O)Nc1ccccc1Cl
  4, -16, 18, -8, -4, -5, 1, -19
47	COc1ccc(NC(=O)C#Cc2ccccc2)cc1
  -9, -40, 10, -13, -1, -22, -27, -47
48	CCCCC(CC)C(=O)NCc1ccc(F)cc1 (centres undefined)
  16, 2, -13, 6, -1, -4, -25, -29
49	O=C(CSc1nc2ccccc2c(=O)n1Cc1ccco1)N1CCCCCC1
  4, 6, 15, 1, 4, -7, -2, -5
50	Cn1c(NC(=O)c2ccccc2F)c(-c2cccs2)c(=O)c2ccccc21
  -2, 5, -1, 9, 2, -5, -3, 12

(continued)
Screens in order: Apaf1 inhib, Gli-Sufu block, UBC13 inh, SENP7 block, HKDC1 inhibitor, SENP8 inh, Jurkat NFkB inh, 697 NFkB inh
51	CN(C(=O)C1CCCCC1)C1CCS(=O)(=O)C1 (centres undefined)
  2, 8, -5, 8, -6, -2, 5, 17
52	Cc1cc(C(=O)Nc2c[nH]c(=O)[nH]c2=O)ccc1[N+](=O)[O-]
  1, -10, -3, 9, -6, -7, 11, 2
53	CCCn1c(SCC(=O)N2CCCC2=O)nc2ccccc2c1=O
  -2, -2, 2, -7, 0, -10, 9, -6
54	COc1cc(C(=O)OC(C)CN2CCN(C)CC2)cc(OC)c1OC (centres undefined)
  -6, -2, 9, 2, -1, 1, -3, 0
55	Cc1ccc(/C=N/Nc2nncn2N)cc1
  -4, ., -4, -4, -3, 4, -14, 7
56	OCCN1CCN(CC(O)COc2ccc3ccccc3c2)CC1 (centres undefined)
  3, 12&0, 10, -3, -4&-4, -1, -9, 22
57	c1ccc(-n2nnnc2NC2CCCCCC2)cc1
  -8, 9, 4, 3, -14, 28, 7, 2
58	Cc1ccccc1NC(=S)Nc1ccc(Br)cc1
  -16, -1, -2, -4, -11, 2, 12, 3
59	CC(=O)c1ccc(OCC(C)C)c(CN2CCCCC2)c1
  3, 7, 6, 7, 5, -3, -7, -16
60	CCc1nnc(NC(=O)Cc2c[nH]c3ccccc23)s1
  6, -3, -4, -10, -6, -14, 0, 1
61	Cc1c(C(=O)OCC(=O)NCc2ccco2)cccc1[N+](=O)[O-]
  -6, 20, -9, -1, 0, -3, 2, 15
62	NNC(=O)CN1C(c2ccc(Br)cc2)=Nc2ccc(Br)cc2C1c1ccccc1 (centres undefined)
  20, 10, -14, -3, -7, -5, 6, -52
63	COCCn1c(SCC(=O)N2CCOCC2)nnc1-c1ccncc1
  -3, 23, 0, 1, 2, -3, 17, 5
64	O=C(Cn1nnc2c(sc3nc4c(c(-c5ccccc5)c32)CCC4)c1=O)c1ccccc1
  26, 4, -25, -3, -1, -6, -8, -17
65	CCCN(CC(=O)Nc1ccccc1OC)C(=O)c1ccncc1
  -3, -7, -1, -5, -5, -4, 1, 1
